Assay outcomes deposited in PubChem by several laboratories.
GRK2 aptamer HTS = inhibitors of human GRK2 displacing RNA aptamer. 330,000 compounds, 0.59% hits. P25098. bead flow cytometry, FAM-aptamer displacement from GRK2. AID 488847. inhibition of aptamer binding, % at 10 µM;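 active = inhibition of aptamer binding above 40%, roughly 3 SD of noise, on plates passing a quality check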;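 note: median bead fluorescence of bound FAM aptamer so fluorescent compounds give negative values; no value below 0 was filed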
Target sequence (P25098 whole entry, looked up): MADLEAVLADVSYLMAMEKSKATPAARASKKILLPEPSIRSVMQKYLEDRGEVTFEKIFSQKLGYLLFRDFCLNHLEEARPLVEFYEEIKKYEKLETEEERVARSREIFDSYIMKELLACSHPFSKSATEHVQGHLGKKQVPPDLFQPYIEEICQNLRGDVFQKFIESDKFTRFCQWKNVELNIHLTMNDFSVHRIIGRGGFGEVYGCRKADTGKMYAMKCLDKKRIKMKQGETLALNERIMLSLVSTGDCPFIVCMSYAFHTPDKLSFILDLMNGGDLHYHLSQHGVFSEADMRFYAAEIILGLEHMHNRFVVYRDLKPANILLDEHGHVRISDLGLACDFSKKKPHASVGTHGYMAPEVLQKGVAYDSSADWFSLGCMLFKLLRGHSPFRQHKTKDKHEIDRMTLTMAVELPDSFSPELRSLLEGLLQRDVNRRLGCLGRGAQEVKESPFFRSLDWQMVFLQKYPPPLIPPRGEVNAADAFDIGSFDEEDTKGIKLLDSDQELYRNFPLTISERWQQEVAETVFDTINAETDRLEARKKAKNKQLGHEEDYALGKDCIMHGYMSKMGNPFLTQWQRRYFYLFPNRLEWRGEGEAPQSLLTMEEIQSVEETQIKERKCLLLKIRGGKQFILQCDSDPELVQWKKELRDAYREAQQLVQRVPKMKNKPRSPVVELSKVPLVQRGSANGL
MEX-5 binding = C. elegans MEX-5 TCR-2 RNA binding activity; Q9XUB2; activity score (negative = inhibition of binding), % at 10 µM; MEX-5/FITC-TCR2 RNA binding, fluorescence polarization; stronger effect = lower value; 300,000 compounds, 0.38% hits; AID 1832;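 active = inhibition past about -25% in most replicates, and total fluorescence under double the plate's negative control median, limit read from the data; inconclusive = replicates evenly split on the limit, or fluorescence at least double controls; inactive = too little inhibition in most replicates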;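 note: 0% = DMSO and -100% = 5 µM competing unlabeled TCR2 RNA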
CIT2 TOR yeast = yeast TOR pathway CIT2-GFP modulation; S. cerevisiae CIT2-GFP strain, flow cytometry, 3 h; 100 means same as DMSO wells; GFP response vs DMSO, % at 10 µM; 320,000 compounds, 0.065% hits;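 active = GFP response relative to DMSO above a set limit, near the screen mean plus 3 SD, cut at about 150% in these data; inconclusive = Fewer than 70 cells measured for a yeast strain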;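 note: ratio of well median GFP fluorescence to mean of DMSO wells on the plate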
VLA-4 inh = inhibition in a human VLA-4 binding assay. P13612. VLA-4 expressing cells, ligand binding flow cytometry. inhibition, % (about 7 µM as worked out from the volumes in the protocol). 330,000 compounds, 0.2% hits; in the data active = inhibition above about 50%
BCLXL inh = blocks human Bcl-xL binding to Bim BH3 peptide. GST-Bcl-xL / FITC-Bim BH3 peptide fluorescence polarization. inhibition, % at 10.9 µM. 320,000 compounds, 0.7% hits;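 active = inhibition above the mean of all tested compounds plus 3 SD, cutoff set per campaign, cut at about 30% in these data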;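 note: 0% = DMSO wells and 100% = unlabeled Bim-BH3 peptide competitor; inhibitors lower millipolarization by displacing the labeled peptide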
Target sequence (Q07817 whole entry, looked up): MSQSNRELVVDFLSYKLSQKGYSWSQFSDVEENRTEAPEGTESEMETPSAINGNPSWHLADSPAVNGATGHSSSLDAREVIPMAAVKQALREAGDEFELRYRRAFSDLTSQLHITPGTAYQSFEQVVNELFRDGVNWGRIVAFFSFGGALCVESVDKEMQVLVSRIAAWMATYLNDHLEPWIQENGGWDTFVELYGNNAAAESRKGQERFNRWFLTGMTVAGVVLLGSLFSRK
CR mimetic SO = caloric restriction mimetics inhibiting age-related superoxide in yeast | S. cerevisiae aged cells, superoxide DHE fluorescence; stronger effect = lower value | superoxide response (% of plate mean), % at 10 µM | 330,000 compounds, 0.18% hits;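 active = superoxide response under a set limit, about three screen SD below normal, cut at about 65% in these data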;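 note: yeast aged for seven days with compound at 30 °C before DHE staining; 100% = average MFI of all compound-treated wells on the plate with controls excluded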
MCL1-BIM inh = disrupts human MCL1 binding to BIM-BH3 peptide. Q07820. GST-MCL1 / FITC-Bim-BH3 fluorescence polarization. inhibition, % at 10.9 µM. 320,000 compounds, 0.68% hits. AID 2057;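 active = inhibition above the mean inhibition of all tested compounds plus 3 SD, set per campaign, cut at about 40% in these data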;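 note: 0% = DMSO wells and 100% = unlabeled Bim-BH3 peptide control; higher means more loss of mP so more displacement of Bim peptide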
GLD-1 TGE inh = GLD-1-TGE RNA interaction inhibition (C. elegans). Q17339. inhibition, % at 5.96 µM. 320,000 compounds, 0.44% hits. AID 2280. purified GLD-1 + fluorescein TGE RNA, fluorescence polarization;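 active = percent inhibition above a per-plate cutoff, the plate mean of test compounds plus 3 SD, cut at about 30% in these data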;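 note: 0% = DMSO wells with GLD-1 and probe and 100% = wells lacking GLD-1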
AGP1-GFP MLPCN = alters AGP1-GFP fluorescence in TOR pathway yeast screen. 320,000 compounds, 0.02% hits. S. cerevisiae AGP1-GFP multiplex flow cytometry, 3 h; GFP as percent of DMSO wells. GFP response vs DMSO, % at 10 µM;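 active = GFP response relative to DMSO above a set limit, near screen average plus 3 SD, cut at about 150% in these data; inconclusive = fewer than 70 cells counted for the yeast strain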;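 note: median GFP channel fluorescence of the gated AGP1 strain per well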
Starred values were filed as active, the others as inactive; ? = inconclusive; nt = no result given.

Values in the order: GRK2 aptamer HTS | MEX-5 binding | CIT2 TOR yeast | VLA-4 inh | BCLXL inh | CR mimetic SO | MCL1-BIM inh | GLD-1 TGE inh | AGP1-GFP MLPCN
COC(=O)c1cc(NC(=O)CSc2nncn2C)cc(C(=O)OC)c1
  4 | -0.7 | ? | 5 | 2 | 90 | 2 | 1 | ?
N=c1c(-c2nc3ccccc3[nH]2)cc(C(=O)c2ccco2)nn1-c1ccccc1
  2 | 1.4 | 102 | -14 | 19 | 127 | 23 | 6 | 94
COc1ccc(C)cc1NC(=O)Cn1cnnn1
  0 | 0.2 | 103 | 9 | -1 | 99 | 2 | 0 | 107
CC(NCc1ccc(-c2ccccc2)cc1)C(O)c1ccccc1 (stereo not given)
  0 | 1.0 | 94 | 27 | -2 | 103 | 0 | -7 | 95
CS(=O)(=O)N1CC(C(=O)NN)Oc2ccc(Cl)cc21 (stereo not given)
  2 | -1.0 | 90 | -12 | -2 | 104 | 0 | -5 | 91
CCOc1ccc(N(CC(=O)NC2CCCCC2)S(=O)(=O)c2ccccc2)cc1
  2 | -1.0 | 94 | 10 | 2 | 98 | -7 | -1 | 102
CC(C)=CCCC1(C)C=Cc2c(c(C)cc3c2[nH]c2cc(O)ccc23)O1 (stereo not given)
  0 | -0.2 | 93 | 37 | -3 | 106 | 3 | 1 | 99
Cc1cc(C)n(C(C)CNS(=O)(=O)c2ccccc2)n1 (stereo not given)
  2 | 3.1 | 103 | 1 | 0 | 84 | 1 | 13 | 101
C/C(N)=C(/C#N)C(=O)COC(=O)CNC(=O)c1ccc(Cl)cc1Cl
  1 | -2.2 | 94 | 0 | -1 | 104 | -5 | -7 | 82
O=C(CCc1nc2ccccc2c(=O)[nH]1)N1CCN(S(=O)(=O)c2cccc(F)c2)CC1
  0 | -0.5 | 98 | 18 | -2 | 123 | -5 | -1 | 96
O=C(NCc1cccs1)c1noc2c1CCCC2
  2 | -2.2 | 100 | 4 | -2 | 113 | -2 | 0 | 104
COCCn1ccc2c(OCC(=O)Nc3cc(OC)ccc3OC)cccc2c1=O
  3 | -0.5 | 91 | -1 | 4 | 99 | 3 | -1 | 95
COC(=O)CSc1nnc(CNc2ccc(Cl)cc2)n1-c1ccccc1
  0 | -1.4 | 95 | -1 | -4 | 104 | -3 | 0 | 88
Nc1cnccc1Oc1cccc(C(F)(F)F)c1
  0 | 0.2 | 104 | 3 | 2 | 98 | -1 | -4 | 113
CC(C)(C)[C@H]1COC(=O)CC/C=C\C[C@H](CC(=O)N(CCO)Cc2ccccc2)C(=O)N1
  0 | nt | 89 | 13 | nt | 104 | nt | 6 | 91
Cc1noc(C)c1NC(=O)N(C)C[C@H]1Oc2ccc(NC(=O)C3CC3)cc2C(=O)N([C@H](C)CO)C[C@@H]1C
  2 | nt | 92 | -6 | nt | 83 | nt | 8 | 83
CCCCC1=CC2=CC(=O)C(C)(OC(=O)CCC(=O)OC)C(=O)C2=CO1 (stereo not given)
  3 | -27* | 79 | -5 | 42* | 115 | 62* | 54* | 93
Cc1ccccc1-c1nc(SCc2ccccn2)c2c(=O)n(C)c(=O)n(C)c2n1
  2 | -0.1 | 101 | 10 | -1 | 93 | -2 | 0 | 106
COc1ccc(NC(=O)C2=Cc3ccccc3OC2)cc1
  0 | -2.1 | 90 | -6 | 2 | 111 | -3 | 0 | 80
COc1ccc(NC(=O)/C=C/c2ccc(S(=O)(=O)N3CCOCC3)cc2)cc1
  3 | nt | 99 | 1 | 5 | 90 | 6 | -2 | 107

Continued.
Values in the order: GRK2 aptamer HTS | MEX-5 binding | CIT2 TOR yeast | VLA-4 inh | BCLXL inh | CR mimetic SO | MCL1-BIM inh | GLD-1 TGE inh | AGP1-GFP MLPCN
Cc1ccc(S(=O)(=O)/N=C(/Nc2nc(C)cs2)c2ccccc2)cc1
  2 | nt | 101 | -2 | nt | 100 | nt | 2 | 104
Cc1ccc(C)c2nc(SCC(=O)N3CCCc4ccccc43)c(C#N)cc12
  5 | 1.5 | 106 | -6 | 4 | 93 | -7 | 3 | 97
CCCCN(CCCC)C(=O)CN(C)S(=O)(=O)c1ccc2c(c1)n(C)c(=O)c(=O)n2C
  0 | -2.0 | 99 | -9 | -1 | 90 | -11 | 0 | 102
Cc1ccc(C)c(C(=O)COC(=O)c2nn(C)c(=O)c3ccccc23)c1
  6 | nt | 93 | -1 | 6 | 112 | 3 | 0 | 95
O=C(N/N=C1\CC2CC=CC12)c1ccc(O)cc1 (stereo not given)
  0 | -0.3 | 95 | 2 | -1 | 90 | -1 | -4 | 101
[N-]=[N+]=NC(c1ccccc1)c1nc2ccccc2[nH]c1=O (stereo not given)
  1 | 0.4 | 100 | 14 | 7 | 106 | 5 | -4 | 97
COC(=O)C1=C(N)OC2=C(C(=O)CCC2)C1c1ccccc1OC (stereo not given)
  1 | -0.8 | 98 | 5 | -2 | 110 | -1 | -1 | 105
CCSc1ncc(/C=N/Nc2ccccc2)n1C
  2 | -2.3 | 101 | -2 | 3 | 112 | 0 | -5 | 94
C=CCN(CC=C)C(=S)Nc1ccc(OC)c(OC)c1
  1 | 2.8 | 71 | 4 | 2 | 90 | 9 | 3 | 89
COc1ccc(C(=O)CC(=O)C(=O)Nc2ccc(C)c(C)c2)cc1
  0 | 0.9 | 98 | 5 | 0 | 108 | -1 | -6 | 101
COCc1c(C(=O)OCc2nc(N)nc(Nc3ccccc3C)n2)oc2ccccc12
  1 | -0.4 | 106 | 27 | 0 | 84 | -4 | 11 | 102
C/C(=N/NC(=O)C(O)(c1ccccc1)c1ccccc1)c1ccc([N+](=O)[O-])o1
  13 | -2.2 | 100 | 7 | 7 | 107 | 6 | 5 | 99
O=C(CNC(=O)c1cccs1)c1ccc(F)cc1
  5 | 0.9 | 107 | -12 | 3 | 81 | -3 | 1 | 102
CC(C(=O)NC1CCCC1)N(Cc1ccc2c(c1)OCO2)C(=O)c1snc(C(N)=O)c1N (stereo not given)
  2 | 3.8 | 101 | 12 | -7 | 109 | -4 | 3 | 97
O=C(c1ccc2[nH]c3c(c2c1)CCCC3)N1CCN(c2ccc(F)cc2)CC1
  0 | 0.3 | 97 | 17 | -10 | 104 | -35 | 3 | 99
O=C(COc1ccccc1F)NC1CC1
  0 | 0.8 | 98 | 2 | 0 | 101 | 3 | -3 | 100
C=CCSc1nnc(-c2ccc(Cl)cc2Cl)o1
  2 | 1.5 | 99 | 3 | -1 | 108 | 6 | 8 | 100
COC(=O)[C@H](C)NC(=O)COc1ccccc1
  2 | 1.8 | 99 | 1 | 5 | 90 | -4 | 3 | 102
CCc1nnc(NC(=O)C2=CCN(S(=O)(=O)c3ccccc3)CC2)s1
  0 | 1.1 | 98 | 7 | -9 | 86 | -10 | -2 | 97
CC(=O)Nc1ccccc1C(=O)C(=O)Nc1ccc(C(=O)N2CCOCC2)cc1
  0 | 2.2 | 93 | -2 | 2 | 101 | 5 | 6 | 100

Two of these compounds, reformatted.
canonical_smiles | GRK2 aptamer HTS | MEX-5 binding | CIT2 TOR yeast | VLA-4 inh | BCLXL inh | CR mimetic SO | MCL1-BIM inh | GLD-1 TGE inh | AGP1-GFP MLPCN
C=CCSc1nnc(-c2ccc(Cl)cc2Cl)o1 | 2 | 1.5 | 99 | 3 | -1 | 108 | 6 | 8 | 100
CCCCN(CCCC)C(=O)CN(C)S(=O)(=O)c1ccc2c(c1)n(C)c(=O)c(=O)n2C | 0 | -2.0 | 99 | -9 | -1 | 90 | -11 | 0 | 102

New compounds follow.
Values in the order: GRK2 aptamer HTS | MEX-5 binding | CIT2 TOR yeast | VLA-4 inh | BCLXL inh | CR mimetic SO | MCL1-BIM inh | GLD-1 TGE inh | AGP1-GFP MLPCN
CCCCNC(=S)NNC(=O)c1ccoc1C
  0 | 0.3 | 97 | 8 | 0 | 82 | 1 | -2 | 101
O=C(O)C1CC(=O)N(CCc2ccc(F)cc2)C1 (stereo not given)
  0 | 1.2 | 105 | 3 | 2 | 104 | 0 | -11 | 101
Cc1cc(O)c(-c2cc(O)c(C)cc2O)cc1O
  1 | -80* | 102 | 26 | 20 | 98 | 19 | 16 | 91
Cc1ccc(C(C)CCN2CCC(n3nccc3NC(=O)c3ccccc3)CC2)o1 (stereo not given)
  0 | -2.1 | 98 | 6 | 7 | 90 | 14 | 2 | 93
Cn1cnc2cc(OC(=O)c3ccccc3)ccc21
  1 | 1.6 | 88 | -2 | -3 | 82 | -3 | 11 | 92
O=C(COc1cccc2ccccc12)N1c2ccccc2CCc2ccccc21
  1 | nt | 107 | -4 | 3 | 91 | 10 | 1 | 104
CC1CCN(C(=O)c2ccc3c(c2)OCO3)CC1
  0 | -0.4 | 108 | 15 | 2 | 103 | 7 | 5 | 104
CC1CCCC(NC(=O)COC(=O)CCC(=O)c2ccc(F)cc2)C1C (stereo not given)
  0 | nt | 105 | 5 | nt | 97 | nt | -3 | 100
COc1cc(C(=O)Nc2scc(-c3ccccc3)c2C(=O)O)cc(OC)c1OC
  1 | 2.7 | 94 | 9 | 9 | 118 | 8 | -3 | 86
COc1ccc(C(CNC(=O)Nc2ccc(Cl)cc2)N2CCN(C)CC2)cc1 (stereo not given)
  0 | -1.7 | 92 | 7 | 1 | 89 | 0 | 6 | 98
Clc1ccc2nncn2n1
  1 | 0.7 | 99 | 10 | 6 | 102 | 7 | 15 | 98
Cn1cnc(S(=O)(=O)N2CCN(C(c3ccc(F)cc3)c3ccc(F)cc3)CC2)c1
  2 | 1.3 | 100 | -2 | -1 | 94 | 0 | 0 | 99
COc1ccc(CCN(Cc2ccccn2)C(=S)Nc2cccc(SC)c2)cc1OC
  2 | 0.7 | 98 | 12 | 2 | 113 | 13 | 0 | 100
Cc1ccc(-n2ncc3c2CCCC3NC(=O)c2cnccn2)cc1C (stereo not given)
  4 | 0.2 | 97 | 3 | nt | 119 | nt | nt | 95
O=c1c2[nH]c3cccc(Cl)c3c2ncn1CC1CCCO1 (stereo not given)
  0 | 2.8 | 88 | -21 | 5 | 99 | 4 | 0 | 100
C#CCOCCOCCOCCNc1nc(N2CCN(C(=O)C(Cc3ccc(O)cc3)n3cc(C(N)CC(C)C)nn3)CC2)nc(N2CCN(C(=O)C(Cc3cc4ccccc4[nH]3)n3cc(C(N)C(C)CC)nn3)CC2)n1 (stereo not given)
  0 | 2.4 | 100 | -8 | 6 | 98 | 5 | -5 | 95
CCS(=O)(=O)c1ccc(-c2csc(-c3ccccc3)n2)c(Cl)c1Cl
  2 | -0.2 | 109 | 12 | -1 | 97 | -5 | 5 | 55
Cn1c(N)c(C(=O)CSc2nnc(C3CC3)n2Cc2ccccc2)c(=O)n(C)c1=O
  1 | nt | 108 | -7 | nt | 88 | nt | 0 | 107
O=C(Nc1ccc(Cl)cc1)c1nc[nH]c1C(=O)NCCN(CCNC(=O)c1[nH]cnc1C(=O)Nc1ccc(Cl)cc1)CCNC(=O)c1[nH]cnc1C(=O)Nc1ccc(Cl)cc1
  2 | nt | 68 | 20 | nt | 93 | nt | -1 | 77
CCOC(=O)C1=C(N)OC2=C(C(=O)CCC2)C1c1ccccc1OC (stereo not given)
  0 | -0.4 | 109 | 19 | 4 | 119 | 10 | -1 | 102
O=S(=O)(Nc1ccc2cn[nH]c2c1)c1ccc(Cl)s1
  1 | 1.4 | 112 | -6 | 5 | 105 | 4 | 0 | 103
